# Bioassay records deposited in PubChem by several laboratories.
# NSD2 HMT inh: inhibitors of human histone methyltransferase NSD2; NSD2 peptide methylation, AlphaScreen, 120 min; inhibition, % at 12.5 µM; 310,000 tested, 0.54% active; AID 743445; in the data active = inhibition above about 50%
# Target sequence (O96028 whole entry, looked up): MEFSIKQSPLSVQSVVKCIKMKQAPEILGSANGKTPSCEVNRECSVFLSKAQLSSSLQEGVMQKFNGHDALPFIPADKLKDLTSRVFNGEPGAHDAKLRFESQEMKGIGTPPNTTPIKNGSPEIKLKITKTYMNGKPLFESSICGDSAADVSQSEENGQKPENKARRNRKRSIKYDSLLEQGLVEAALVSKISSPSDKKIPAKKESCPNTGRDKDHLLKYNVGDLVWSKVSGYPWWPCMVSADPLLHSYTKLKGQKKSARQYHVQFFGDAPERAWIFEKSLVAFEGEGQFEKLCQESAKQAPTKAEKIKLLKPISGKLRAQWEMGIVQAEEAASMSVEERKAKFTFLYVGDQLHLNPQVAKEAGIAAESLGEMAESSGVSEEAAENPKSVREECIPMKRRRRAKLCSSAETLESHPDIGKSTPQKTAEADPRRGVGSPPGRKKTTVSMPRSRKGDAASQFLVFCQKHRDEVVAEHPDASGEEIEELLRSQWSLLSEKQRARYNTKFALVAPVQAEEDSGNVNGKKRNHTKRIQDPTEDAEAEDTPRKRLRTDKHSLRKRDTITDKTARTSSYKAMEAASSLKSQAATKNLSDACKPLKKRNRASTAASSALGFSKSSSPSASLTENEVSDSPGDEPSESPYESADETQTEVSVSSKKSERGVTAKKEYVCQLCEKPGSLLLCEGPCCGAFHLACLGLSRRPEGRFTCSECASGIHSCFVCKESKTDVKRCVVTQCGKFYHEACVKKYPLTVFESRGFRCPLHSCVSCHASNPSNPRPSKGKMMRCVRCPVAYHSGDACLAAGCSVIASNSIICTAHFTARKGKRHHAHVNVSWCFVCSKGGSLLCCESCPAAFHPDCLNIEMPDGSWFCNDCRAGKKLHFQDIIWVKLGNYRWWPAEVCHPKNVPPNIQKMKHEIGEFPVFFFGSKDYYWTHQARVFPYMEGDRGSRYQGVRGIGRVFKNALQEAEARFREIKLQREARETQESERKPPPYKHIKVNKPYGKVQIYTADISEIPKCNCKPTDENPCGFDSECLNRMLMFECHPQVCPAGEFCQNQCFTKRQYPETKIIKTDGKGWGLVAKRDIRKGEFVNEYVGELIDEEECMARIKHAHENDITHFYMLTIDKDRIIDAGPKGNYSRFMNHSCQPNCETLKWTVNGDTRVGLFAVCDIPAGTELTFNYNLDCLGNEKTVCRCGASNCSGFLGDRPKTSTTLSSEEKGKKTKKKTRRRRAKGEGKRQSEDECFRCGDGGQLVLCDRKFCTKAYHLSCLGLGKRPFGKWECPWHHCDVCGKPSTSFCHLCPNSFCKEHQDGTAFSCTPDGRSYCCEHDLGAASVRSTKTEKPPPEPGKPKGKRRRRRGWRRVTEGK
# CDK5 p35 inh: blocks human CDK5/p35 kinase activity; Q00535+Q15078; Recombinant CDK5/p35, ADP-Glo luminescence, 60 min; inhibition, % at 10 µM; 330,000 tested, 0.01% active; AID 488839;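 active = highest replicate inhibition of at least 50% and at least 75% of replicates reaching 50%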;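 also: plate controls were DMSO neutral control for no effect and GW8510 at 10 µM for full effect; many of its hits are not listed in these tables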
# PfHsp90 set2: reduces growth (ATP signal) of yeast expressing P. falciparum Hsp90. S. cerevisiae expressing PfHsp90, BacTiter-Glo ATP, 48 h; yeast lacking PDR1 and PDR3 efflux regulators. inhibition, % at 9.4 µM. 310,000 tested, 0.32% active;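 active = every replicate shows inhibition above about 80%, whatever the replicate mean, limit read from the data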;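 also: 0% = DMSO neutral controls and 100% = 20 µM radicicol positive controls; yeast relying on Plasmodium falciparum Hsp90 in place of its own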
# C-LANA FP: inhibitors of KSHV LANA C-terminal domain DNA binding | MBP-C-LANA/FAM-LBS DNA binding, fluorescence polarization | inhibition, % at 9 µM | 340,000 tested, 0.078% active | AID 504423;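 active = highest replicate inhibition at or above 60% at 9 µM, even if other replicates fall short; inactive = all replicates below 60% inhibition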;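 also: 0% = neutral control wells and 100% = 4 µM acridine orange control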
# dFosB activator: activators of mouse delta FosB homodimer. activation, % at 25 µM. 340,000 tested, 0.99% active. purified delta FosB, TAMRA-CDK5 oligo fluorescence polarization; percent of positive-control signal above neutral wells. P13346. AID 493131;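 active = mean activation above about 17%, with every replicate also reaching it, limit read from the data, passing the limit was not always enough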;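 also: fluorescence polarization rise as delta FosB binds a TAMRA Cdk5 AP-1 oligo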
# SUMO Mot1 rescue: blocks SUMOylation pathway, rescuing yeast Mot1-301 growth. growth rescue, % at 18.8 µM. 320,000 tested, 1% active. AID 2716. S. cerevisiae Mot1-301 growth rescue, ATP luminescence, 38.5C; percent above DMSO median, 100 means doubled;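 active = every valid replicate shows activation above 250% relative to neutral control wells; inactive = the rest, any valid replicate at or below 250%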;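 also: OY570 slx delta 5 strain wells were the positive control but not used for scaling; some compounds called inactive have numbers as strong as hits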
# RTF Ca sens inh: cardiac RTF calcium desensitization; IANBD-labeled cardiac RTF, Ca2+ fluorescence; inhibition, % at 7.15 µM; 340,000 tested, 0.12% active; AID 493244;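 active = inhibition above the mean inhibition of all tested compounds plus 3 SD, cut at about 17% in these data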;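 also: assay run at fixed EC70 calcium of 1.6 mM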
# Rtt109 Vps75: C. albicans Rtt109 histone acetyltransferase inhibition | AID 540336 | inhibition, % at 34.9 µM | 330,000 tested, 0.16% active | Q5AAJ8 | purified Rtt109/Vps75, ThioGlo CoA-SH fluorescence, 4 h;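 active = inhibition of at least 50% in every replicate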
# RTF Ca sens act: cardiac RTF calcium sensitization; IANBD-labeled TnC RTF fluorescence at EC20 calcium; 0% EC20 calcium, 100% full calcium; AID 493008; activation, % at 7.2 µM; 340,000 tested, 0.24% active;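 active = activation above the mean over all tested compounds plus 3 SD, cut at about 30% in these data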;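 also: rise in fluorescence read as greater calcium sensitivity of cardiac thin filaments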
# Keap1-Nrf2 PPI: disrupts human Keap1 binding to Nrf2 peptide | 340,000 tested, 0.15% active | AID 504523 | Keap1 Kelch-Nrf2 peptide fluorescence polarization, 1536-well | inhibition, % at 9.4 µM | Q14145; in the data active = inhibition above about 12%;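 also: human Keap1 Kelch domain with fluorescein labeled Nrf2 9mer peptide probe; 0% = neutral control wells and 100% = peptide positive control; higher means more block of Keap1 binding to Nrf2 peptide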
# PvdQ acylase: P. aeruginosa PvdQ acylase inhibition; purified PvdQ acylase, fluorescence plate reader; inhibition, % at 10 µM; 340,000 tested, 0.063% active; AID 488965; in the data active = inhibition above about 30%, passing the limit was not always enough;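 also: 0% = vehicle neutral wells and 100% = reference inhibitor wells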
# Starred values were filed as active, the others as inactive; i = inactive; x = not tested or not shown. Not a hit list (roughly 3.2% active in at least one column).
mol	NSD2 HMT inh	RTF Ca sens inh	C-LANA FP	dFosB activator	CDK5 p35 inh	PfHsp90 set2	RTF Ca sens act	SUMO Mot1 rescue	Rtt109 Vps75	PvdQ acylase	Keap1-Nrf2 PPI
CC(=O)/C(C(=N)N1CCN(Cc2ccccc2)CC1)=C(\C)O	1	-6	0.1	-8	-1.8	-2	1	-6	-4	-11	2
CC1CCN(C(=O)Cn2cc3c(n2)CCCC3)CC1	x	-8	-0.1	-9	1.3	19	5	-1	2	-10	5
CCN(CCCNC(=O)CN1C(=O)COc2ccccc21)c1cccc(C)c1	4	-5	-2.5	-6	-1.4	14	3	91	-5	-3	0
CSCCC(NS(=O)(=O)c1ccccc1F)C(=O)NNC(=O)c1csc(N2CCOCC2)n1 (centres undefined)	-5	-3	-1.9	1	-1.5	0	9	243	4	-4	-1
O=C(O)c1nn(-c2cccc(C(F)(F)F)c2)ccc1=O	-3	2	-0.5	0	0.9	-5	-1	8	8	-1	-3
CCOC(=O)c1cccc(-n2cccc2/C=C2\NC(=O)N(CC(=O)O)C2=O)c1	x	-18	0.0	-8	-0.2	-1	-1	-19	-4	-5	-7
O=C(Nc1ccccc1F)c1ccc(S(=O)(=O)N2CCCCCC2)cc1	-5	-4	0.1	-4	-0.8	10	0	15	9	0	-1
Cc1ccccc1CNS(=O)(=O)c1c(C)[nH]c(C)c1C(=O)N1CCCCC1	2	5	1.5	-8	-3.4	-3	-2	-5	-1	-12	-7
Cc1cc(C)n(-c2ccc(NC(=O)C3CCN(Cc4cc(C)c(C)o4)CC3)cc2)n1	0	2	-1.7	0	0.3	-12	-2	-1	3	-6	-1
Cc1ccc(N(C(=O)CCC(=O)Nc2cc(C)on2)C(C(=O)NC2CCCC2)c2ccccc2)cc1 (centres undefined)	-3	7	-1.6	3	0.9	16	2	-16	6	11	-3
CC(C)O/C(=N\S(=O)(=O)c1ccc(Cl)cc1)c1ccccc1	-11	-1	-0.2	-1	0.9	x	-5	x	1	-3	3
COc1cc(C2c3c(n[nH]c3C)C(=O)N2c2ccc(Br)cc2)ccc1O (centres undefined)	0	-7	0.3	-3	0.5	19	-9	-12	6	8	1
CCOC(=O)C(c1ccccc1)C(Nc1ccccc1)c1ccccn1 (centres undefined)	-3	1	-0.8	-7	-0.3	-26	-1	12	3	-3	4
OCCC1CN(Cc2ccon2)CCN1Cc1ccc(F)c(F)c1 (centres undefined)	6	0	2.0	-5	0.1	x	-4	25	-8	-14	-2
CN1C(=O)c2ccc(NC(=S)NC(=O)C(C)(C)C)cc2C1=O	13	-4	4.0	4	2.0	-5	7	439*	-1	20	0
Cc1ccc(Nc2nnc(SCC(=O)c3cc4ccccc4o3)s2)cc1C	3	-5	1.1	-13	5.5	-1	-19	x	-5	-8	2
Cc1ccc(CN(Cc2ccco2)S(=O)(=O)c2ccc(S(=O)(=O)NCC3CCCO3)cc2)cc1 (centres undefined)	-1	0	2.6	-6	-3.9	-7	2	0	5	-19	-5
Cc1cc(C)cc(OCC(=O)NNC(=O)CCN2C(=O)c3ccccc3C2=O)c1	-2	-2	-0.3	-5	0.8	-4	-3	10	x	-9	-3
CCC(=O)Nc1ccc(Nc2nc(C)c([N+](=O)[O-])c(Nc3ccc(NC(=O)CC)cc3)n2)cc1	1	-15	-0.2	8	0.3	-99	2	8	1	-10	-5
O=C(C1CCC(=O)N(C2CCCC2)C1)N1CCN(c2ccc(Cl)cc2)CC1 (centres undefined)	-1	-7	1.5	-2	x	12	-7	0	-1	-8	0
CN(C(=O)COc1ccc(S(=O)(=O)N2CCOCC2)cc1[N+](=O)[O-])C1CCS(=O)(=O)C1 (centres undefined)	1	-15	0.7	-5	1.5	4	4	1	2	-6	2
O=C(O)c1ccc2c(c1Nc1ccccc1)C(=O)c1ccccc1C2=O	29	-12	-0.3	-2	1.5	5	13	-5	12	-4	-1
C=CCNC(=O)NC(=O)COC(=O)COc1ccc(Br)cc1F	0	0	0.5	4	0.1	8	-4	8	25	-4	-5
Cc1nnc(SCCN2CCOCC2)n1C	-5	-1	-0.2	-7	-0.3	-9	-2	x	-7	-14	-4
O=S(=O)(c1ccccc1Cl)N1CCC(O)(c2ccc3c(c2)OCO3)CC1	x	1	-1.2	-6	-1.3	10	2	-8	2	-18	-1
COC(=O)c1ccc(NC(=S)Nc2ccccn2)cc1	-5	0	-0.4	-1	0.0	-17	-6	-3	-7	8	-7
O=C(O)c1ccc(NS(=O)(=O)c2ccc3c(c2)C(=O)c2cc(S(=O)(=O)Nc4ccc(C(=O)O)cc4)ccc2-3)cc1	20	-8	0.3	0	-3.5	-48	-5	10	14	5	2
CCOc1ccc(S(=O)(=O)NC(C)C(=O)NCc2ccc3c(c2)OCO3)cc1 (centres undefined)	5	-2	-1.1	-6	2.7	26	3	-24	-4	-12	-3
O=C(NC(=Nc1ccccc1)N1CCOCC1)Nc1ccccc1	x	-10	-0.5	-9	0.8	-10	-3	-3	-12	-6	-3
COc1ccc(OC)c(-n2c(-c3cccc(S(=O)(=O)N(C)C)c3)n[nH]c2=S)c1	-9	-6	2.8	-9	-2.6	-67	2	-10	-30	-5	-6
CN1CCN(C(=S)Nc2ccccc2Cl)CC1	0	1	3.5	3	-1.2	-5	-2	-8	-3	-11	2
CC(NC(=O)c1ccco1)C(=O)OCc1cccc(C(F)(F)F)c1 (centres undefined)	-1	2	-0.4	-2	1.8	-5	1	-20	-10	-16	-6
CN(C)C(=O)CCc1ccc2c3c([nH]c2c1)[C@]1(C)[C@@H](C(=O)N2CCCCC2)C[C@H](CC(=O)NCC24CC5CC(CC(C5)C2)C4)C(=O)N1CC3	x	-3	2.0	-15	0.1	18	-10	x	-4	-15	2
Cc1ccc(N(CC(=O)NC2CCCCC2)C(=O)CNC(=O)c2ccco2)cc1F	0	-3	-1.0	4	-1.2	-19	3	-11	7	-6	2
Cc1ccc(NC(=O)Cn2c(C)csc2=O)cc1	-2	-10	1.6	2	1.7	x	3	x	-9	-9	6
Cn1cnc2c(cnn2-c2ccccc2)c1=O	-3	-7	-4.5	-5	2.1	24	-5	22	3	7	2
CCOc1ccccc1N1CCN(C(=O)c2c(-c3ccccc3Cl)noc2C)CC1	1	-3	-0.8	1	1.4	11	0	-10	5	-1	3
COc1ccc2c(c1)S/C(=C\C(=O)c1ccncc1)N2C	0	6	-1.3	-6	1.3	75	10	26	5	-11	-5
O=C1c2ccccc2C(=O)N1CCCc1nc(-c2ccncc2)no1	1	-4	1.9	3	2.3	5	4	i	-4	-9	0
COc1ccc(-n2c(-c3ccco3)n[nH]c2=S)cc1	4	-2	2.6	0	1.3	-1	-6	250	3	-5	0
CCOc1ccccc1NC(=O)/C=C/C(N)=O	-2	-6	3.1	4	-0.2	-12	7	-29	7	-7	2
COC(=O)c1sccc1NC(=O)COc1cccc(C)c1	38	2	-2.3	-18	0.5	7	-4	18	1	-7	3
O=C(NCC1CCCO1)C(c1ccc(F)cc1)N(C(=O)Cn1nnc(-c2ccc(F)cc2)n1)c1cccc(O)c1 (centres undefined)	x	-7	-0.5	-12	-1.2	4	5	x	4	-3	1
CC(/C=N/NC(=O)Cn1nccc1C)=C\c1ccc(C(C)C)cc1	-1	3	-0.9	-8	-1.2	-29	3	-24	-8	14	2
Cc1ccc(C)c2[nH]c(=O)c(CCNC(=O)c3cc4ccccc4o3)cc12	x	-5	0.9	-21	-1.3	-2	5	-4	4	-11	-4
CCOc1ccc(C(=O)N2CCN(CC(=O)N3CCCC3)CC2)cc1OCC	0	-7	-1.0	-3	1.2	x	0	9	-16	-18	-2
COc1ccccc1OCC(O)Cn1c(Br)nc2c1c(=O)[nH]c(=O)n2C (centres undefined)	1	-10	-0.6	-1	-1.3	17	-4	6	-6	-20	-1
Cc1cc(NC(=O)CSCC(=O)Nc2cc(C(F)(F)F)ccc2N2CCOCC2)no1	0	-3	-0.5	-2	0.8	-18	1	-3	-15	-10	-4
Cc1ccccc1CN1CCCC(C(=O)Nc2ccc(-c3ccn[nH]3)cc2)C1 (centres undefined)	3	-6	0.5	-10	0.1	11	-4	181	10	2	-3
Cn1c(Cc2ccccc2)[n+](C)c2ccccc21	-3	1	-1.6	-2	0.7	3	1	-11	6	6	0
CCCCC(=O)Nc1c(C)cc(C)cc1Cl	-1	-7	0.8	-1	-0.1	-10	0	17	28	10	-1
CC1CCCCN1C(=O)C1CCCCN1S(=O)(=O)c1cccc([N+](=O)[O-])c1 (centres undefined)	1	-3	-1.2	-4	-0.4	-15	3	-6	-2	-12	-2
c1ccc2c(c1)CNc1ccccc1C2	0	7	1.8	1	1.1	-3	-6	14	-1	-5	1
NC(=O)c1sc(=S)n2c1[nH]c(=O)c1sccc12	13	-3	x	7	1.2	x	5	730*	-5	5	x
COc1ccc(-n2nc3c(c2NC(=O)c2ccc(S(=O)(=O)N4CCOCC4)cc2)CS(=O)C3)cc1 (centres undefined)	1	-16	0.5	-5	-0.9	12	-8	4	x	4	-1
COC(=O)c1ccccc1NC(=O)CSc1nc(NC(=O)c2ccccc2)c2c(C)c(C)oc2n1	0	4	0.2	1	-1.3	0	4	9	6	6	-4
Cc1c(CCC(=O)NCCC(=O)O)c(=O)oc2c(C)c3oc4c(c3cc12)CCCC4	1	-1	-2.9	3	1.7	-13	-6	223	-5	1	2
Cc1cc(NC(=O)CCC(=O)N(CC2CCCO2)C(C(=O)NC2CCCC2)c2ccccc2C)no1 (centres undefined)	1	-3	-1.0	-5	0.5	-3	-8	7	-11	-9	-2
CCc1ccc2c(c1)C(=O)c1ccccc1C2=O	2	5	0.7	-2	1.0	2	-8	-13	-7	-5	0
O=C(COc1ccc(Oc2ccccc2)cc1)NC1CCS(=O)(=O)C1 (centres undefined)	-4	7	0.4	2	-1.7	-11	6	-4	0	-15	-3
CCn1c2ccccc2c2cc(NC(=O)COc3ccccc3OC)ccc21	-4	14	1.2	-3	1.3	-31	-6	8	-3	3	-1
CN(C)CCCNC(=O)C[C@H]1C[C@H](C(=O)N2CCCCC2)[C@@]2(C)c3[nH]c4cc(-c5ccco5)ccc4c3CCN2C1=O	x	-6	-1.5	0	-1.3	6	3	x	3	-12	-6
